# UPR CHOP act: apoptotic UPR (CHOP) activation; CHO-CHOP luciferase reporter, luminescence; percent of tunicamycin response over DMSO baseline; activation, % at 10 µM; 330,000 tested, 0.34% active; AID 449763;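 active = at 10 µM dose, activation of 40% or more, normalized to positive control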;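 note: 100% = tunicamycin at 10 µg/mL and 0% = DMSO alone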
#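 measured by = luciferase luminescence | assay system = CHO-CHOP cells, stable luciferase reporter of PERK-eIF2a-CHOP signalling | amount = 500 reporter cells seeded per well | timing = 6 h compound exposure at 37 °C after overnight seeding | controls = positive tunicamycin 10 µg/mL, negative DMSO alone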
# APJ agonist: activates the human apelin receptor APJ | P35414 | CHO-K1 APJ PathHunter beta-arrestin, luminescence; 0% DMSO wells, 100% apelin | activation, % at 20 µM | 330,000 tested, 0.11% active | AID 2520;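 active = activation more than six SD over the plate average, tested at 20 µM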;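 note: 0% = DMSO alone and 100% = apelin-13 at 10 nM; some results filed as inactive read as strong as hits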
#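 Assay system: CHO-K1 cells stably expressing ProLink-tagged human APJ and arrestin–beta-gal acceptor. Compound dosing: 20 µM single point, 1% DMSO. Times: 16-18 h seeding, 90 min dark compound exposure, 60 min detection. Detection: beta-gal luminescence. Evaluation: APJ–arrestin association signal. Controls: negative DMSO alone, positive Apelin-13 at 10 nM.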
# NR3A LBD binder: modulates the human NR3A ligand-binding domain; AID 1259313; NR3A LBD differential scanning fluorimetry, Tm shift; 0% = protein alone, 100% = glycine-bound protein; 340,000 tested, 2.5% active; Tm shift relative to glycine control, % at 25 µM;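 active = melting temperature shift of at least 10% of the positive control shift, at one fixed dose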
# tim23-1 inh: tim23-1 yeast growth inhibition | inhibition, % at 20 µM | 330,000 tested, 1.3% active | S. cerevisiae tim23-1 growth, BacTiter-Glo luminescence, 24 h | AID 463212;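 active = growth inhibition of the mutant yeast at or above 50%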;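 note: temperature-sensitive mutant grown at 25 °C; plate controls were DMSO-treated mutant yeast for no effect and medium wells lacking yeast for full effect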
# TIM10 inh: inhibits growth of TIM10 yeast strain; S. cerevisiae TIM10 strain growth, BacTiter-Glo luminescence, 24 h; inhibition, % at 10 µM; AID 463195; 330,000 tested, 1.4% active;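 active = inhibition of 40% or more at the single tested concentration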;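 note: wild-type TIM10 isogenic control strain grown at permissive 25 °C; 0% = DMSO yeast wells and 100% = minimal medium wells without yeast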
# tim10-1 inh: tim10-1 yeast growth inhibition. S. cerevisiae tim10-1 ts strain growth, BacTiter-Glo, 24 h. inhibition, % at 20 µM. 330,000 tested, 2.2% active. AID 463190;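 active = inhibition of at least 40%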;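 note: mutant grown at 25 °C; 0% = DMSO wells with yeast and 100% = wells holding no yeast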
# XBP1 UPR activ: activators of adaptive arm of unfolded protein response (XBP1) | 330,000 tested, 0.33% active | activation, % at 20 µM | CHO-XBP1 luciferase reporter, IRE1-XBP1 UPR activation, luminescence; percent of tunicamycin response, DMSO as zero | AID 463104;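 active = versus positive control, 20 µM dose yields 30% or more activation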;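 note: 100% = tunicamycin at 10 µg/mL and 0% = DMSO only wells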
#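 incubation = overnight seeding at 37 °C, 6 h compound treatment at 37 °C | assay system = CHO-XBP1 cells stably carrying IRE1-XBP1-driven luciferase reporter | input = 1000 cells per well | detection = luciferase luminescence | dosing = single point, 20 µM final compound, 1% DMSO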
# NLRP3 yeast inh: blocks the NALP3 inflammasome reconstituted in yeast; 330,000 tested, 0.39% active; AID 2825; Yeast reconstituted NLRP3/ASC/caspase-1, beta-gal luminescence, 24 h; inhibition, % at 10 µM;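 active = inhibition of 50% or more; inactive = inhibition below 50%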;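 note: plate controls were induced DMSO wells for no effect and uninduced yeast grown without galactose for full effect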
# Mdm2-MdmX inh: disrupts the human Mdm2-MdmX interaction; O15151+Q00987; inhibition, % at 8 µM; SaOS-2 split-luciferase Mdm2/MdmX complementation, luminescence; 330,000 tested, 3% active;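 active = inhibition of at least 50% at 8 µM in the primary screen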
# Target sequence (O15151 whole entry, looked up): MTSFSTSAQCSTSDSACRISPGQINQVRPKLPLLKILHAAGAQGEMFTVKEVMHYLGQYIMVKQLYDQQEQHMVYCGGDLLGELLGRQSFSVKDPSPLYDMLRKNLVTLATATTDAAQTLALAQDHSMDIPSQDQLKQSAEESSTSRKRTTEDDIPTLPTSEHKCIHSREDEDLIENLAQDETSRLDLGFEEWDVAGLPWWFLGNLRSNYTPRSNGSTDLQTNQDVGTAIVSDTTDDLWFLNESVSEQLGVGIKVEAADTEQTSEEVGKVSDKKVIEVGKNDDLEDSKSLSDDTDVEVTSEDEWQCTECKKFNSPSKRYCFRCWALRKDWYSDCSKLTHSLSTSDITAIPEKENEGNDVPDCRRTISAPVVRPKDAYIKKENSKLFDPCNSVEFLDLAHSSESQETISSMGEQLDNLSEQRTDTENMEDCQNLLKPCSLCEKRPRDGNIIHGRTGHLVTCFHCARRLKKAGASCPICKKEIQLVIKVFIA
# Target sequence (Q00987 whole entry, looked up): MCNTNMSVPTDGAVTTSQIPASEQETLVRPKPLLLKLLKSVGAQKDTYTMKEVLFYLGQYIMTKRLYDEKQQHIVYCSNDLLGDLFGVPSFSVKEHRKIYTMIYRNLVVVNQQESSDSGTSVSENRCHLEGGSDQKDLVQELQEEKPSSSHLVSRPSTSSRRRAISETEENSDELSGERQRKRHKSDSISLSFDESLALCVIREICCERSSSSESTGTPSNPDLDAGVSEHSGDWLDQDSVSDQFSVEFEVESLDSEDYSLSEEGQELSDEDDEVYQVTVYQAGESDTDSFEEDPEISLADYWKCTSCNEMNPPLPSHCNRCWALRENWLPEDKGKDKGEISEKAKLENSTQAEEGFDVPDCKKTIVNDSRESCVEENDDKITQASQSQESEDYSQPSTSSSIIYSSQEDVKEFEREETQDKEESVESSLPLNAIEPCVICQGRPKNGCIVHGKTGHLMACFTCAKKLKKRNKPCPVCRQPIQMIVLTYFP
# Starred values were filed as active, the others as inactive.
Structure	Mdm2-MdmX inh	NLRP3 yeast inh	tim10-1 inh	NR3A LBD binder	APJ agonist	UPR CHOP act	TIM10 inh	tim23-1 inh	XBP1 UPR activ
O=C(Nc1ccccc1F)c1ccc2c(c1)OCO2	-51	18	8	1	3	4.5	10	10	2
O=C(NCCN1C(=O)S/C(=C\c2ccc(Cl)cc2)C1=O)C1=COCCO1	-32	-2	7	-1	-2	2.2	0	14	0
Cn1nc(Cc2cccc3ccccc23)c(C#N)c1N	21	5	-3	-1	9	-0.2	-4	8	-1
COc1ccc(NC(=O)N(C)C[C@H]2Oc3ccc(NC(=O)Cc4ccccc4)cc3C(=O)N([C@H](C)CO)C[C@@H]2C)cc1	-11	-7	3	-3	-1	0.3	-1	17	-4
Cn1c(=O)c2c(nc(CN3CCOCC3)n2CCCc2ccccc2)n(C)c1=O	-14	-3	22	1	-5	-0.8	6	7	0
Cc1cc(=O)oc2c(C)c(OCC(=O)N3CCC(C(=O)O)CC3)ccc12	-37	-8	8	-2	0	-0.3	3	-1	-2
CCC(=O)Oc1ccc(C(=O)Nc2cccc(C(=O)c3ccccc3)c2)cc1	9	2	26	-5	-3	0.7	33	49	0
CC(=O)c1cc2c(cc1NC(=O)c1ccc(Cl)cc1)OCCO2	57*	9	-6	-2	-2	3.5	1	9	5
C=Cn1cc[n+](CC(=O)c2ccc(OC)cc2)c1	14	-7	-10	0	-4	1.3	-2	-3	-3
S=c1[nH]nc(C2CC2c2ccc(Cl)cc2)n1-c1ccc(Cl)cc1 (stereo not given)	-32	13	5	-3	-2	0.2	19	27	-1
O=C(N/C(=C\c1ccc(Cl)cc1)C(=O)N1CCOCC1)c1ccco1	-1	11	-7	-3	-3	-0.8	3	-1	0
COc1ccc(NC(=O)c2ccc(S(=O)(=O)N3CCCCCC3)cc2)c(OC)c1	20	11	25	1	-3	0.7	17	10	-3
Cc1cc(C)c(S(=O)(=O)ON2C(=O)c3ccccc3C2=O)cc1C	2	26	71*	9	-4	-0.1	45*	14	2
O=C(CNS(=O)(=O)c1cccs1)N1CCCC1	11	8	-13	0	-2	0.3	-1	-6	2
CSc1nc2sc3c(c2c(=O)[nH]1)CCc1ccccc1-3	9	6	13	10	-3	-2.3	1	1	0
O=C(COc1ccccc1Cl)Nc1ccc(Cl)cn1	-218	13	18	-1	3	2.1	16	18	3

# 4 entries picked at random from those above, as already listed:
Structure	Mdm2-MdmX inh	NLRP3 yeast inh	tim10-1 inh	NR3A LBD binder	APJ agonist	UPR CHOP act	TIM10 inh	tim23-1 inh	XBP1 UPR activ
O=C(N/C(=C\c1ccc(Cl)cc1)C(=O)N1CCOCC1)c1ccco1	-1	11	-7	-3	-3	-0.8	3	-1	0
O=C(Nc1ccccc1F)c1ccc2c(c1)OCO2	-51	18	8	1	3	4.5	10	10	2
Cn1c(=O)c2c(nc(CN3CCOCC3)n2CCCc2ccccc2)n(C)c1=O	-14	-3	22	1	-5	-0.8	6	7	0
COc1ccc(NC(=O)N(C)C[C@H]2Oc3ccc(NC(=O)Cc4ccccc4)cc3C(=O)N([C@H](C)CO)C[C@@H]2C)cc1	-11	-7	3	-3	-1	0.3	-1	17	-4

# Further compounds:
Structure	Mdm2-MdmX inh	NLRP3 yeast inh	tim10-1 inh	NR3A LBD binder	APJ agonist	UPR CHOP act	TIM10 inh	tim23-1 inh	XBP1 UPR activ
O=C(c1cnn2c(C(F)F)cc(C3CC3)nc12)N1CCOCC1	16	1	8	0	-6	-0.6	8	16	-4
CCCCCC1NC(=O)NC1CCCCCC(=O)O (stereo not given)	5	-1	2	0	-3	-1.7	4	12	-2
CC(NC(=O)CCNS(=O)(=O)c1cccc2nonc12)c1ccccc1 (stereo not given)	4	16	-5	0	1	1.1	-5	-2	-8
COc1ccccc1CC(NC(C)=O)C(=O)NC1CCN(c2nnnn2-c2ccccc2)CC1 (stereo not given)	18	3	7	0	2	-0.2	6	8	-2
Fc1ccc(Nc2nc(N3CCOCC3)c3ccccc3n2)cc1	52*	23	3	-1	1	-5.0	-7	5	3
C/C(NC(=O)c1ccccc1)=C1/C(=O)CC2C1C2(C)C (stereo not given)	-10	33	-8	0	-2	1.7	-10	8	1
Cc1coc2c(C)c3oc(=O)c(CCC(=O)NCCN4CCOCC4)c(C)c3cc12	-12	8	23	-2	8	-1.4	6	15	0
COc1ccccc1N1CCN(c2nc(C)cc(C)c2C#N)CC1	15	8	13	-3	3	0.3	5	28	-6
Cc1cccc(N(CC(=O)NC2CCCC2)C(=O)c2nsc(Cl)c2Cl)c1C	29	0	30	1	-3	-1.3	-8	32	-3
CCCN(CC(=O)Nc1ccccc1C)C(=O)c1cc(=O)[nH]c2ccccc12	-70	-11	7	1	-5	-1.0	-2	16	-1
CCOC(=O)N1CCN(Cc2nc(N)nc(Nc3ccc(OC)cc3)n2)CC1	-8	3	0	2	1	-0.9	-13	-8	-1
Cc1ccnc2nc(C(=O)OCC(=O)c3ccc(NC(=O)CC(C)C)cc3)nn12	-18	15	0	-1	0	-0.9	-16	6	-5
Cc1cccc(NC(=O)CSCc2c(C)noc2C)c1C	-2	0	13	0	-5	-1.5	10	-6	-2
CCOC(=O)C1CCCN(C2=NC(=O)/C(=C/c3ccc(O)c(OCC)c3)S2)C1 (stereo not given)	18	8	46*	-1	-2	-0.3	28	40	-1
CCn1c(SCC(=O)NC(=O)NCc2ccco2)nc2sc(C)c(C)c2c1=O	-2	4	13	0	-2	1.9	9	7	1
Cc1cccc(OCc2nnc(SCC(=O)c3cccs3)n2C)c1C	0	8	0	3	-4	1.8	23	29	2
CCOc1ccccc1NC(=S)N1CCCCCC1	22	0	14	-22	-8	0.0	9	9	-5
Cc1ccc(CNC(=O)C2CCN(S(=O)(=O)c3ccc4c(c3)CC(C)N4C(=O)C3CC3)CC2)cc1 (stereo not given)	13	-7	27	2	22	1.9	34	22	-6
Cc1ccc(S(=O)(=O)N(Cc2ccccc2)c2ccccc2C(=O)Nc2ccccc2C(=O)NCc2ccco2)cc1	29	0	26	-1	-2	-2.4	11	32	1
CCCCN1CCNC[C@@H]1Cc1ccc(O)cc1	-9	18	-1	1	1	-1.3	9	16	0
CC(=O)c1ccc(NC(=O)C2CCN(S(=O)(=O)c3ccc4c(c3)N(C(C)=O)CCO4)CC2)cc1	-12	1	10	19*	-2	1.2	-10	-1	-6
CN(C(=O)C1CCC(=O)N(Cc2ccccc2F)C1)C1CCOCC1 (stereo not given)	14	-9	0	2	2	3.2	1	8	-2
COc1ccc(-c2cc(C(=O)N3CCCC3)c3ccccc3n2)cc1	7	27	17	-2	0	2.8	2	23	-3
O=C1NCCCC1C(=O)Nc1cccc(C(F)(F)F)c1 (stereo not given)	7	27	-29	-1	0	1.0	-5	-5	-3
CC(=C/c1ccco1)/C=N/N1CCN(c2ccccc2)CC1	-73	20	18	1	-3	1.2	-2	24	-1
CN1CCN(C(=O)/C=C/c2ccc([N+](=O)[O-])cc2)CC1	12	-1	15	2	0	0.0	-16	11	0
CC(C)CCn1c(C(C)O)nc2ccccc21 (stereo not given)	8	6	4	0	-2	-2.2	-2	-2	-1
Fc1ccc(-c2nnsc2Sc2ccccn2)cc1	40	14	-3	0	-1	2.2	-21	5	6
CCOC(=O)C1=C(C)NC2=C(C(=O)CC(C)(C)C2)C1c1coc2ccccc2c1=O (stereo not given)	-35	7	4	0	3	-0.2	-16	6	1
O=C(CSc1nnc(COc2ccc(Cl)cc2)o1)N1CCN(c2ccccc2)CC1	12	18	-1	0	-1	3.9	-4	5	0
COC(=O)c1cccc(NC(=S)N2CCN(c3ccccc3F)CC2)c1	16	33	35	-3	-1	0.8	12	17	-4
O=C(Nc1ncc(Cc2ccccc2)s1)c1cccs1	-104	40	51*	-18	-1	4.1	52*	72*	1
CCCCC(=O)Nc1ccc(NC(=O)CCCC)nc1	6	20	12	1	1	2.5	2	20	1
CCc1ccc(OCC(=O)NCC(c2ccc(Cl)cc2)N2CCCCC2)cc1 (stereo not given)	25	5	34	1	-6	0.2	43*	32	-4
CCCN(CCC)CCCNC(=O)C(NS(=O)(=O)c1ccc2c(c1)CCC(=O)N2)c1ccccc1 (stereo not given)	-6	25	12	-2	-3	-1.1	-2	-3	0
NC(=O)C1CCN(C(=O)c2cnn(-c3ccccc3)c2NC(=O)c2ccco2)CC1	29	7	-11	0	2	1.7	7	-3	2
O=C1CC(N2CCCc3ccccc32)C(=O)N1c1ccccc1Cl (stereo not given)	19	9	-5	-1	-1	-0.8	3	-15	-4
O=S(=O)(Cc1cnc(Cl)s1)c1ccccc1	27	17	-3	-1	2	-4.7	-5	16	-3
O=C(NNC(=S)Nc1ccc(Br)cc1)c1ccccc1	-19	16	26	-1	-9	4.3	13	12	-1
O=C(NCc1ccc(OC(F)(F)F)cc1)c1cccc2c1C(=O)c1ccc(N3CCC(Cc4ccccc4)CC3)cc1S2(=O)=O	37	3	4	0	-4	-0.1	-2	13	-3
COc1ccc(NC(=O)Nc2ccccn2)cc1OC	-11	14	-4	2	-3	5.7	1	-5	4
Cc1cccc(N2CCN(C(c3cccs3)c3nnnn3C(C)(C)C)CC2)c1C (stereo not given)	10	1	14	-3	2	10	28	14	0
Cc1cc(C)c(C(=O)N2CCCC(CNC(=O)C3(c4ccc(Cl)cc4)CC3)C2)c(=O)[nH]1 (stereo not given)	8	17	11	0	1	1.7	4	19	-3
CCOC(=O)c1ccc(-c2ccc3oc(-c4ccsc4)cc(=O)c3c2)cc1F	16	8	-2	1	-1	1.4	-2	-6	0
O=C(CNC(=O)c1ccccc1)N/N=C/c1cccs1	5	17	10	0	-3	-1.2	15	12	1
COc1ccc2nc(-c3ccc(Cl)cc3)cc(C(=O)O)c2c1	-5	-2	-10	2	0	3.0	-7	8	3
CC1C(c2ccccc2)=NNc2nc3c(c(=O)n(C)c(=O)n3C)n21 (stereo not given)	12	-1	16	1	-5	-2.0	16	21	-2
N#C/C(=C\c1ccc(OCC(N)=O)cc1)S(=O)(=O)c1ccccc1	-4	17	-5	-2	-2	-0.9	8	4	-2
COc1ccc(Nc2nc(-c3ccccc3)c3ccccc3n2)cc1	34	24	9	1	-1	-2.6	17	22	-4
COC(=O)C1CCN(C(=O)c2cc(-c3ccc(Cl)s3)nc3ccccc23)CC1	40	-1	15	0	6	5.1	10	52*	1
CC(C)C(=O)Nc1ccc(NC(=O)c2ccc([N+](=O)[O-])cc2Cl)cc1	1	11	5	0	8	-2.7	6	5	-1
Clc1ccccc1C1=CC(c2ccco2)n2ncnc2N1 (stereo not given)	24	13	10	0	-4	-1.9	8	36	0
Cc1nc(-c2nc(-c3c(C(=O)NNC(=O)c4ccc(Cl)cc4)noc3C)cs2)cs1	15	38	-13	-1	0	1.4	-10	16	-2
C=Cc1ccc(CSc2cc(C)nc3nc(C)nn23)cc1	26	0	17	-1	0	2.4	13	17	1

# Screens (PubChem)
